M. tuberculosis GlmU: inhibition of mycobacterial GlmU enzyme – biochemical, glucosamine-1-phosphate acetyltransferase (AID 1376). M. tuberculosis GlmU acetyltransferase enzyme assay; higher % means a stronger effect. one-dose inhibition, %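 (tested at 30 µM in the primary screen)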; IC50 in µM for titrated hits. actives 0.25% (n = 220,000); in the data active = inhibition above about 13%; inconclusive = no clear call, values can overlap the other calls;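 also: 0% = complete reaction with vehicle and 100% = reaction without substrate; strong numbers were not always called active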
Mtb RmlCD inh: M. tuberculosis RmlC/RmlD inhibition. inhibition, % at 3.6 µM. actives 0.03% (n = 160,000). RmlC+RmlD coupled enzyme assay, percent inhibition; primary screen in compound mixtures. P9WH09+P9WH11; in the data active = inhibition mostly above about 34%, no sharp cut-off; inconclusive = no clear call, values can overlap the other calls; inactive = mostly below about 22%; also: some results filed as inactive read as strong as hits
Target sequence (P9WH09 whole entry, looked up): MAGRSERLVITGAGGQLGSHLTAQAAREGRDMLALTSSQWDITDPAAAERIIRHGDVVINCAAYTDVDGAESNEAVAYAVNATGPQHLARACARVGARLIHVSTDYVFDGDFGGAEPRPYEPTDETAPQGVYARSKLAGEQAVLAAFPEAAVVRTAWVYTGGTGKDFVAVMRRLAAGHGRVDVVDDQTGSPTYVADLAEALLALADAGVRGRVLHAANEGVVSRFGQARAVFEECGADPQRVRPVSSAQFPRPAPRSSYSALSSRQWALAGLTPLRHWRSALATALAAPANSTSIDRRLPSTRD
Target sequence (P9WH11 whole entry, looked up): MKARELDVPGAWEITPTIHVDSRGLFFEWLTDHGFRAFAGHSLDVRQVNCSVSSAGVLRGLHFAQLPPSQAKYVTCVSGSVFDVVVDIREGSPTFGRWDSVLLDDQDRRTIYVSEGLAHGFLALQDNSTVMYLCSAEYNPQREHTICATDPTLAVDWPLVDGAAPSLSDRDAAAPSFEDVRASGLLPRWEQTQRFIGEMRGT
The depositor's hits bear a star; ? = inconclusive; . = not tested or not shown. These rows are one share of the data. The share of hits here may be higher or lower than overall.

SMILES	M. tuberculosis GlmU	Mtb RmlCD inh
COC(=O)CSc1nnc(-c2ccc(OC)c(OC)c2)o1	0.1%	-13
Cc1onc(-c2ccccc2)c1C(=O)NNC(=S)NC(=O)c1ccc2c(c1)OCO2	2.8%	-4
CCN(C(=O)CC(C)C)c1nnc(Cn2nnc3ccccc32)s1	1.7%	-9
CC1CCCCC1NS(=O)(=O)c1ccc(S(=O)(=O)N2CCN(CCC#N)CC2)cc1 (centres undefined)	5.2%	6
N#CCCN(CCC#N)C(=O)COc1ccc(Cl)cc1Cl	-1.2%	8
COc1ccc(C(=O)CSc2nnc(CNC(=O)c3ccc(OC)c(OC)c3)n2C)cc1	1.0%	17
Cc1cc(F)c(F)c(C(=O)N2CCCCC2C)c1Cl (centres undefined)	.	-3
CCn1cc(Cl)c(C(=O)NNC(=O)CCn2nc(C)c([N+](=O)[O-])c2C)n1	-1.6%	10
Cc1onc(-c2c(F)cccc2Cl)c1C(=O)NC1=NCCS1	0.7%	-4
Cc1cccc(N=Nc2ccc(O)c3ncccc23)c1	2.1%	-8
O=c1[nH]c(CSc2nc(-c3ccccc3)cs2)nc2ccccc12	-0.5%	4
CN(C)CC(=O)Nc1ccc(S(N)(=O)=O)cc1	2.3%	-1
COc1cc(NC(=S)NNC(=O)CC(C)C)c(OC)cc1Cl	-4.2%	-8
CN(C)S(=O)(=O)N(Cc1ccc(Br)cc1)c1ccccc1	-0.2%	.
Cn1c(=S)oc2ccccc21	7.4%	-12
CCC(C)(C)NC(=O)C(c1cccs1)N(C(=O)c1ccn[nH]1)c1cccc(OC)c1 (centres undefined)	1.1%	3
COc1cc(C(=O)NNC(=S)NC(=O)c2ccc(Cl)cc2)cc(OC)c1OC	8.2%	.
Cc1cccc2cncc(OCc3nnc(SC(F)F)n3C)c12	-2.9%	-2
Cc1cccc(COCC(CC(C)C)N2CCN(C(=O)c3ccc(C(F)(F)F)cc3)CCC2=O)c1 (centres undefined)	1.8%	.
Cc1cc(Oc2ccc(=O)n(C)n2)nc(Oc2ccc(=O)[nH]n2)n1	-5.4%	3
COc1cccc(C(=O)CN2C3=NCCCN3c3ccccc32)c1	-0.9%	4
N#C/C(=C\c1cn(-c2ccccc2)nc1-c1cc2ccccc2o1)c1nc2ccccc2[nH]1	0.7%	-15
Cn1nnnc1SCc1ccccc1[N+](=O)[O-]	-2.2%	-2
O=S1(=O)C[C@@H](N2CCOCC2)[C@H](N2CCOCC2)C1	2.5%	11
CCCCC(C(=O)N/N=C/c1ccccn1)C(=O)N/N=C/c1ccccn1	1.1%	.
CCOC(=O)c1cccc(NC(=O)C2(S(=O)(=O)c3ccc(Cl)cc3)CC2)c1	3.6%	-8
O=S(=O)(c1ccc(Br)cc1)n1c(Cc2ccccc2)nc2ccccc21	-0.3%	-8
Cn1nc(C(F)(F)F)c2cc(C(=O)Nc3ccc(F)cc3F)sc21	-2.1%	-4
COc1ccc(S(=O)(=O)N2CCC(C(=O)NC3CC3)CC2)cc1Cl	0.7%	.
O=C(COC(=O)c1ccc(Cl)nc1)Nc1ccc(S(=O)(=O)N2CCCC2)cc1	1.1%	-5
N#Cc1ccc(-c2csc(NC(=O)/C=C/c3cccs3)n2)cc1	0.8%	2
CCCCOc1ccc(C(=O)N/C(=C\c2cccc([N+](=O)[O-])c2)C(=O)OCCC)cc1	.	12
Cc1ccc(-n2c(C)c3c(C)nnc(C)c3c2C)cc1N	-5.2%	-14
CN(CCN1CCc2ccccc2C1)Cc1nc(Cc2ccccc2F)no1	-3.9%	.
CC(=O)c1ccccc1OCCn1nnc(-c2ccc(C)cc2)n1	-4.4%	.
Cc1ccc2c(=O)[nH]c(Nc3nc(C)cc(-c4ccccc4)n3)nc2c1	1.6%	-5

Exported field by field: part of the list above.
SMILES: Cc1ccc2c(=O)[nH]c(Nc3nc(C)cc(-c4ccccc4)n3)nc2c1
  M. tuberculosis GlmU = 1.6%; Mtb RmlCD inh = -5

SMILES: COc1ccc(S(=O)(=O)N2CCC(C(=O)NC3CC3)CC2)cc1Cl
  M. tuberculosis GlmU = 0.7%; Mtb RmlCD inh = .

SMILES: CCCCOc1ccc(C(=O)N/C(=C\c2cccc([N+](=O)[O-])c2)C(=O)OCCC)cc1
  M. tuberculosis GlmU = .; Mtb RmlCD inh = 12

Following part:
SMILES	M. tuberculosis GlmU	Mtb RmlCD inh
Cc1csc2nc(CNS(=O)(=O)c3ccc4c(c3)OCCO4)cn12	-6.8%	.
CC(C)Sc1nc2c(c(=O)[nH]c(=O)n2C)n1Cc1ccc(Cl)cc1	-3.4%	.
Cc1cc(C)cc(N(CCC(=O)O)S(=O)(=O)c2ccc(Cl)cc2)c1	-0.2%	-1
O=C(Nc1ccc(F)cc1)N1CCN(c2ccc3nnc(-c4ccc(F)cc4)n3n2)CC1	-0.5%	-4
NS(=O)(=O)c1ccc(CCNC(=S)NC2CCCC2)cc1	-1.8%	-9
COc1cc(/C=N/NC(=S)NCCN2CCOCC2)cc(OC)c1O	-1.5%	-8
CCOc1cccc(C(=O)NC(=S)Nc2ccc3c(c2)OCCO3)c1	-4.5%	4
CC(C)NC(=S)N/N=C1\CCCCc2ccccc21	0.5%	-9
CSc1nc2ccc(S(N)(=O)=O)cc2s1	-5.4%	.
O=C(NCC(c1cccnc1)N1CCN(c2ccc(F)cc2)CC1)c1ccccc1 (centres undefined)	1.2%	2
C/C=C/C(=O)Nc1cccc(C2=NOC3(C2)C[C@@H](C(N)=O)N(C(=O)/C(C)=C/C)C3)c1 (some centres undefined)	-1.5%	-11
CCOc1ccc(-n2c(SCc3nc(-c4cccs4)no3)nnc2-c2ccncc2)cc1	3.3%	4
COc1ccc(/C=C2\CC/C(=C\c3ccc(OC)cc3OC)C2=O)c(OC)c1	7.4%	4
Cc1onc(-c2ccccc2Cl)c1C(=O)Nc1nnc(C(C)C)s1	0.0%	10
N=c1c(C(=O)NC2CCCC2)cc2c(=O)n3ccccc3nc2n1CCN1CCOCC1	-0.5%	11
CSc1ccccc1NC(=O)c1ccc(Cl)s1	1.2%	6
O=C(Oc1cccc(NC(=O)c2ccccc2Cl)c1)c1ccc([N+](=O)[O-])cc1	0.9%	.
Cc1ccc(C)c(S(=O)(=O)NC(CCC(N)=O)C(=O)O)c1 (centres undefined)	-4.4%	.
COc1ccc(CN(C(=O)c2cnccn2)C(C(=O)NC(C)(C)C)c2cc(OC)c(OC)c(OC)c2)cc1 (centres undefined)	-1.1%	.
COc1ccc(NC(=O)c2nc[nH]c2C(=O)N[C@@H](C)C(=O)OC(C)(C)C)cc1	0.6%	-9
COC(=O)c1ccc(COc2ccc(NC(C)=O)cc2)o1	.	-5
CC1CN(c2ccc(NS(=O)(=O)c3ccccc3)cc2C(=O)O)CC(C)O1 (centres undefined)	-2.2%	-11
COc1ccc([N+](=O)[O-])cc1NC(=O)CCN1CCN(C)CC1	3.0%	1
O=C(Cc1cccs1)Nc1ccc(N2CCOCC2)cc1	-0.8%	.
CN(C)S(=O)(=O)c1cccc(NC(=O)COc2nc3ccccc3nc2N2CCOCC2)c1	0.4%	9
COc1ccc(NC(=S)N/N=C/c2cccn2Cc2ccc(F)cc2)cc1	-0.9%	8
CC(=O)OC1COC(N2CCc3cc([N+](=O)[O-])ccc32)C(OC(C)=O)C1OC(C)=O (centres undefined)	5.3%	0
Cc1cc(C)c(NC(=O)c2ccccc2C(=O)c2ccccc2)c(C)c1	2.8%	15
O=C(c1scc2c1CCCC2)N1CCOCC1	1.9%	14
COc1cc(/C=N/NC(=O)c2cc(-c3c(C)nn(-c4ccccc4)c3C)n[nH]2)ccc1O	4.3%	-7
CCOC(=O)Cn1nc(C)c(-c2ccccc2)c1N	1.0%	.
COc1ccccc1NC(=O)Cn1c(=O)n(-c2ccccc2)c(=O)c2oc3ccccc3c21	-3.9%	8
CC(=O)Nc1ccc(Oc2nc(-c3ccccn3)nc3ccccc23)cc1	1.3%	43
COc1cc(NC(=O)CN(c2ccc(C)cc2)S(=O)(=O)c2c(C)n[nH]c2C)cc(OC)c1	-2.2%	.
Cc1nnc(SCc2ccc(Cl)c(Cl)c2)s1	-1.8%	.
CCOC(=O)N1CCN(C(=O)c2ccc3c(=O)n(CCOC)c(=O)[nH]c3c2)CC1	.	2
CC(C)(C)c1nnc(N/N=C/c2ccc(O)cc2)n(N)c1=O	-1.5%	1
COc1ccc(NS(=O)(=O)c2cn(C)cn2)cc1	5.3%	5
CC(C)(C)c1cc(C(=O)NCC(=O)OCC(=O)c2cccc([N+](=O)[O-])c2)cc(C(C)(C)C)c1	1.6%	?
Cc1ccc(CN2CC(C(=O)Nc3cc(S(C)(=O)=O)ccc3Cl)CC2=O)cc1 (centres undefined)	-4.2%	8
Cc1oc2c(c1C(=O)c1ccc(Cl)cc1)C(=O)C(=O)c1ccccc1-2	.	10
CCC(CO)NC(=O)C1C=C2c3cccc4[nH]cc(c34)CC2N(C)C1 (centres undefined)	-4.4%	-13
CC1CCN(C(=O)COc2ccc(Nc3ccccc3)cc2)CC1	-6.7%	-6
Oc1ccc(N=Nc2cccc(Cl)c2)cc1C=Nc1ccc(N2CCOCC2)cc1	-1.4%	12
COc1ccccc1CNC(=O)COc1ccccc1OC	0.7%	.
COc1cc2c(cc1OC)CN(c1ccc(-c3ccccc3OC)nn1)CC2	-3.1%	12
O=C(N/N=C/c1ccc[nH]1)c1ccccc1OCc1ccccc1Cl	-2.3%	10
O=C(N/N=C/C1C(=O)NC(=S)N(c2ccccc2)C1=O)c1cc(Br)c(O)c(Br)c1 (centres undefined)	9.1%	2
O=C(Nc1cccnc1)c1ccccc1NS(=O)(=O)c1ccc(F)cc1	-1.9%	-5
COC(=O)[C@@H](NC(=O)Nc1cccc(OC)c1)C(C)C	0.0%	-8
O=C(Cn1ccc(C(F)(F)F)n1)Nc1ccc(S(=O)(=O)NCc2ccco2)cc1	-0.6%	17
CCc1nnc(NC(=O)CN2CCOCC2)s1	-0.4%	.
CS(=O)(=O)c1ccc2c(c1)SC1=NC(=O)/C(=C/c3ccco3)C(=N)N12	3.3%	1
Cc1cc(=O)[nH]c(SCC(=O)N2CCCCCC2)n1	-0.8%	.
CCc1ccc(Oc2coc3cc(OCC(=O)Nc4cc(C)ccc4C)ccc3c2=O)cc1	-3.8%	9
COc1ccc(CCNC(=O)c2ccc(CS(=O)(=O)c3ccc(C)cc3)o2)cc1OC	-2.5%	.
CCOC(=O)c1c(C)n(CC)c2ccc(OC(=O)c3ccc([N+](=O)[O-])cc3)cc12	5.2%	.
COc1ccc(C(=O)Nc2nc(-c3ccc(S(=O)(=O)N4CCOCC4)cc3)cs2)cc1	.	4
O=C(Nc1nccs1)C1(S(=O)(=O)c2ccc(Cl)cc2)CC1	7.7%	-2
Cc1nonc1-c1ccc2c(c1)OCO2	6.4%	.

Given field by field: entries from further up
CC1CCN(C(=O)COc2ccc(Nc3ccccc3)cc2)CC1
  M. tuberculosis GlmU = -6.7% | Mtb RmlCD inh = -6
O=C(Nc1ccc(F)cc1)N1CCN(c2ccc3nnc(-c4ccc(F)cc4)n3n2)CC1
  M. tuberculosis GlmU = -0.5% | Mtb RmlCD inh = -4
COc1cccc(C(=O)CN2C3=NCCCN3c3ccccc32)c1
  M. tuberculosis GlmU = -0.9% | Mtb RmlCD inh = 4

Further compounds follow:
SMILES	M. tuberculosis GlmU	Mtb RmlCD inh
O=S(=O)(c1ccc(Br)cc1)N1CCCN(Cc2ccccc2F)CC1	1.1%	.
CCOC(=O)C(c1ccccc1)N1CCN(c2ccc(OC)cc2)CC1 (centres undefined)	3.6%	47
N#Cc1c(C(F)(F)F)cc(-c2cccs2)nc1SCc1ccc(Cl)nc1	4.0%	.
CC1Cc2ccccc2N1c1ncnc2nc[nH]c12 (centres undefined)	3.6%	-2
CCOC(=O)C1CCN(c2ncnc3c2cnn3-c2ccc(Cl)cc2)CC1	2.5%	.
CC1CCC2(CC1)NC(=O)N(Cc1cc(=O)n3ccsc3n1)C2=O (centres undefined)	0.0%	49
CC(C)NS(=O)(=O)c1ccc(CCC(=O)NCc2cccnc2)cc1	-0.3%	.
CCOC(=O)c1[nH]c(C)c(C(=O)Nc2ccc(F)cc2)c1C	2.4%	7
COc1cccc(NC(=O)NC2CCN(Cc3nnnn3Cc3ccc4c(c3)OCO4)CC2)c1	-3.8%	.
COc1ccccc1N=c1sc2ccccc2n1C	2.9%	-10
CCC(=O)Nc1ccccc1C(=O)OCC(=O)c1cccc2ccccc12	-1.2%	.
COc1ccc(N(CC(=O)Nc2ccc(C)cn2)S(=O)(=O)c2c(C)nn(C)c2C)cc1	2.9%	-8

Overlap with the part before: 2 entries, followed by the next part.
SMILES	M. tuberculosis GlmU	Mtb RmlCD inh
CCC(=O)Nc1ccccc1C(=O)OCC(=O)c1cccc2ccccc12	-1.2%	.
COc1ccc(N(CC(=O)Nc2ccc(C)cn2)S(=O)(=O)c2c(C)nn(C)c2C)cc1	2.9%	-8
COc1ccccc1N1CCN(C(=O)CCCCn2c(=O)[nH]c3ccsc3c2=O)CC1	2.0%	5
Nc1cc(S(=O)(=O)Nc2cc(Cl)ccc2Cl)ccc1N1CCOCC1	8.3%	-2
COc1cccc(/C=N/Nc2cc(C)nc(-c3ccccc3O)n2)c1O	5.6%	-12
O=C(CCCCCn1c(=O)[nH]c2ccsc2c1=O)NCc1ccc(F)cc1	6.3%	-9
COc1ccc(C2C(C#N)=C(N)N(c3ccccc3)C3=C2C(=O)CCC3)cc1Cn1cc([N+](=O)[O-])cn1 (centres undefined)	-1.6%	-3
COc1ccc(C2N(c3ccccc3)CCN2c2ccccc2)cc1O	2.3%	11

Assay outcomes as filed in PubChem BioAssay.
